# Compound activity deposited in PubChem BioAssay by National Center for Advancing Translational Sciences (NCATS).
# aSyn rescue = qHTS of alpha-syn Inhibitors; actives 0.14% (n = 370,000); Potency, µM (top dose mostly 46.1 µM), without a hit: at the highest dose growth rescue (activation), most hits filed as activators; Yeast expressing alpha-synuclein, growth rescue, BacTiter-Glo, 24 h; also: potency is read from the fitted curve at half-maximal effect; % of control where 0% means no effect; nearly all actives have a fitted effect of over 65% in size
#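 Readout is rescue of growth in alpha-synuclein-expressing yeast, so inhibitors of toxicity appear as activators. Growth after 24 hr at 30 deg C in galactose medium is quantified by luminescence.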
# TDP-43 yeast inh = qHTS of TDP-43 Inhibitors | TDP-43 expressing yeast growth rescue, BacTiter-Glo, 24 h | Potency, µM (top dose mostly 46.1 µM), inactives show top-dose growth rescue (activation), hits mostly activators | actives 1.8% (n = 410,000); also: potency is read from the fitted curve at half-maximal effect; % of control where 0% means no effect; nearly all actives have a fitted effect of over 50% in size
#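 In this qHTS, compounds that restore growth of yeast expressing TDP-43 appear as activators. Cells (OD600=0.02, galactose medium, raffinose-pregrown) are incubated with compound 24 hr at 30 deg C and growth is quantified by BacTiter-Glo.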
# PTHR1 ag = qHTS for PTHR1 Agonists: Primary Screen. Parathyroid hormone/parathyroid hormone-related peptide receptor (Homo sapiens), Q03431. HEK293 GP2 PTHR1 cells, GloSensor cAMP luminescence, 1 h. Potency, µM (series often up to 115 µM), without a hit: at the top dose activation, most hits filed as activators. actives 0.075% (n = 410,000); also: potency is read from the fitted curve at half-maximal effect; nearly all actives have a fitted effect of over 55% in size; some results filed as inactive show a strong effect at the top dose; inactives centre near -15; many of its hits are not listed in these tables
# Target sequence (Q03431 whole entry, looked up): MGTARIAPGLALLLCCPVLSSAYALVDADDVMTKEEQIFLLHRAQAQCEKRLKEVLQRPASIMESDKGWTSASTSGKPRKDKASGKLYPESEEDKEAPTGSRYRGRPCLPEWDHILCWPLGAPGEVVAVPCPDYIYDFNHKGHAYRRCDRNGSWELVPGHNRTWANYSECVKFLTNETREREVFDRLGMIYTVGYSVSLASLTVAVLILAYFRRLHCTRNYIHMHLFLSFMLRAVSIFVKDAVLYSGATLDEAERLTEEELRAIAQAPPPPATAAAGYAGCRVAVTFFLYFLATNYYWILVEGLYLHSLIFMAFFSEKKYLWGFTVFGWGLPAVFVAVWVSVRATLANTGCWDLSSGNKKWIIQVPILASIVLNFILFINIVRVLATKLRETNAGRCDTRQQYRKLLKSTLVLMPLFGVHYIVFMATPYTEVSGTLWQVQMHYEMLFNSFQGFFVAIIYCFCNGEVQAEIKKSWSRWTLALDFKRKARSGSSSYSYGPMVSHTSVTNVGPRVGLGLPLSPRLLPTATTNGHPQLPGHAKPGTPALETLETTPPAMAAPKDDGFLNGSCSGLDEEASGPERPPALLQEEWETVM
#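 HEK-293-derived GP2 cells expressing PTHR1 and a GloSensor cAMP reporter, 3,000/well, plated overnight, given luciferin plus IBMX (each 0.5 mM as added) for 1 h at 37 °C, then compound for 1 h at 37 °C. Luminescence was read after 15 min at room temperature.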
# DRD3 antagonist = qHTS of D3 Dopamine Receptor Antagonist: qHTS. D(3) dopamine receptor (Homo sapiens), P35462. max response, negative = inhibition, %. actives 2.5% (n = 360,000). D3R cells, DiscoveRx beta-arrestin luminescence, antagonist mode; active compounds read low; in the data active = max response below about -50%; inconclusive = no clear call, values can overlap the other calls; also: % is scaled to controls: 0 for no effect and ±100 for the full control effect; mostly tested at two doses, the higher about 12 µM
#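 Cells expressing the human receptor were seeded at 1500 cells/well, incubated overnight at 37 degrees C in 5% CO2, then exposed to library compounds with dopamine controls for 90 minutes at 37 degrees C before luminescent detection.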
# GLP1R inv ag = qHTS of GLP-1 Receptor Inverse Agonists (Inhibition Mode). Potency, µM (titrated, usually from 38.3 µM), for inactives: at the highest dose activity change, negative = inhibition, usual class: inhibitors. HEK293 GLP-1R CRE-luciferase, luminescence, 24 h; GLP-1R form is constitutively active. Glucagon-like peptide 1 receptor (Homo sapiens), P43220. actives 1.6% (n = 410,000); also: potency is read from the fitted curve at half-maximal effect; % is scaled to controls: 0 for no effect and ±100 for the full control effect; nearly all actives have a fitted effect of over 55% in size
# Target sequence (P43220 whole entry, looked up): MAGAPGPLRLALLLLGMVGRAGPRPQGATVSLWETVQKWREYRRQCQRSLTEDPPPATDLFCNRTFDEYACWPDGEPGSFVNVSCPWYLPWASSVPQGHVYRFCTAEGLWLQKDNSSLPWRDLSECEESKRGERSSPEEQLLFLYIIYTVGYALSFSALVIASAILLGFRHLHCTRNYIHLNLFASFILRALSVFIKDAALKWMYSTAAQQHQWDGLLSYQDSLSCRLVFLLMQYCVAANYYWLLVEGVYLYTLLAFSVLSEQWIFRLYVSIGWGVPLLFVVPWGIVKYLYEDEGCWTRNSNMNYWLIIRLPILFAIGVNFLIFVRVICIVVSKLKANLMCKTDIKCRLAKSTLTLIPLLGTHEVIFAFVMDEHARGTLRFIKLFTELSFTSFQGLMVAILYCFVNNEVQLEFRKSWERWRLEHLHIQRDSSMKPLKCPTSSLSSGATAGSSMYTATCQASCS
#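 Inverse agonists were sought by their lowering of basal cAMP reporter luciferase output in HEK293 cells stably carrying constitutively active human GLP-1R, after 24 h compound treatment.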
# GLP-1R agonist = qHTS of GLP-1 Receptor Agonists. Glucagon-like peptide 1 receptor (Homo sapiens), P43220. Potency, µM (top dose mostly 45.6 µM), without a hit: top-dose activation, actives largely listed as activators. AID 624172, 2012. actives 0.007% (n = 380,000). HEK293 GLP-1R CRE-luciferase, luminescence, 4-6 h; cells express a hypersensitive GLP-1R form; also: potency is read from the fitted curve at half-maximal effect; % of control where 0% means no effect
# Akt phos inh = HTS Assay for Inhibitors of Akt Phophorylation: Primary Screen; Neuro2A IGF-stimulated pAkt S473 HTRF, 20 min; active compounds read low; activity change, % for hits at 50 µM; actives 0.32% (n = 360,000); in the data active = activity change below about -80%; inconclusive = mostly about -51% to -80%; also: % is scaled to controls: 0 for no effect and ±100 for the full control effect
#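 Single-point screen (50 µM final compound) in Neuro2A cells stimulated 20 min with 6 nM IGF at 37 deg C. After lysis, Ser473-phosphorylated Akt read by HTRF (ex 330 nm, em 615/665 nm) as the 665/615 ratio.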
# Abeta yeast res = qHTS for compounds that reverse cellular toxicity of Amyloid beta (A-beta) peptide in yeast: Primary Screen; AID 1347071, 2019; Potency, µM (highest dose often 46.1 µM), for the others: at the highest dose growth rescue, actives largely listed as activators; yeast expressing A-beta42, growth rescue, OD600, 48 h; response scale: 0% DMSO, 100% iron-clioquinol control; actives 0.063% (n = 410,000); also: potency is read from the fitted curve at half-maximal effect; nearly all actives have a fitted effect of over 55% in size
#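 Yeast A-beta toxicity model in growth medium with pinned compounds, 48 h at 30 C; growth read as absorbance at 600 nm. Normalized to FeCl3/clioquinol equimolar mix (positive) and DMSO (negative).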
# FUS suppressor = qHTS for Suppressors of FUS Proteinopathy: Primary screen using FUS-linked yeast assay; actives 0.24% (n = 390,000); Potency, µM (doses to about 76.6 µM), inactives show at the highest dose growth rescue (activation), usual class: activators; S. cerevisiae FUS-expressing, growth rescue, OD600, 24 h;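 also: potency is read from the fitted curve at half-maximal effect; plate controls were DMSO vehicle for no effect and reference control for full effect; nearly all actives have a fitted effect of over 55% in size; some results filed as inactive show a strong effect at the top dose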
#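 Galactose (2%) drives FUS expression in yeast precultured in raffinose; seeding density OD 0.005. Test compounds incubated 24hr at 30C and 99% humidity before absorbance at 600 nm was measured.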
# Starred values were filed as active, the others as inactive; i = inactive; ? = inconclusive; . = no result given; & = joins results of further samples; [ ] = dose if it differs, or a comment. Unless noted, calls follow the shape of the dose curve; as a rule, active = well fitted curve in the direction sought with a large enough effect; inconclusive = small, poorly fitted or top-dose-only effect, or another doubt; inactive = no such curve, though single readings can be large; an effect the other way counts as inactive or inconclusive.
SMILES,aSyn rescue,TDP-43 yeast inh,PTHR1 ag,DRD3 antagonist,GLP1R inv ag,GLP-1R agonist,Akt phos inh,Abeta yeast res,FUS suppressor
O=C(Nc1cccc(OCC(=O)N2CCOCC2)c1)c1cccc(Cl)c1,2.7%,9.0%,i,-1.7,4.6%,-2.7%,i,-15.6%,-1.6%
Cc1nc2c(C(=O)N3CCN(C)CC3)cnn2c(C)c1Cc1ccc(Cl)cc1,10.3%,-14.9%,i,-74.8*,2.3%,-7.8%,i,-14.4%,22.9%
CCCCNC(=O)CCn1ccc2cc(S(=O)(=O)N3CCCC3)ccc21,0.8%,7.6%,i,2.9,10.2%,-4.3%,i,.,16.6%
Cc1[nH]n(-c2ncc(-c3ccccc3)s2)c(=O)c1C(c1ccc(Br)cc1)C(C#N)C#N (stereo not given),1.3%,5.5%,-88.3%[inhibitor],?,-30.2%,-17.0%,i,12.0%,18.4%
COc1ccc(C)cc1S(=O)(=O)N(C)CC(=O)N1CCN(c2ccccc2)CC1,2.0%,-11.8%,i,-0.1,9.1%,-2.2%,i,-9.5%,10.9%
O=C1CCC(C(=O)Nc2cccc(Oc3ccccc3)c2)=NN1,-1.1%,?,i,33.1,17.6%,-2.3%,i,11.9%,1.9%
CCc1ccc(CN2CCC(Oc3ccc(C(=O)N4CCCCC4)cc3)CC2)cc1,0.4%,?,-5.3%,?,?,8.0%,i,19.2%,9.5%
Cc1c(C)c2ccc(OCC(=O)c3ccccc3)cc2oc1=O,1.3%,-2.7%,17.2%,1.7,34.6%[activator],-2.1%,i,4.2%,-35.6%
COc1ccc(-n2ncc(C(C)NS(=O)(=O)c3cc(C)sc3C)c2C)cc1 (stereo not given),-0.2%,3.2%,-1.5%,0.0,?,7.3%,i,-6.4%,14.2%
O=C(CCS(=O)(=O)c1cc(Br)cc2c1N(C(=O)C1CC1)CC2)N1CCN(c2ccccn2)CC1,-0.3%,-1.4%,-33.3%[inhibitor],2.1,11.1%,-2.8%,i,2.0%,0.8%
CCn1cc2nc(SCc3cccc(C)c3)n(CCc3ccccc3)c(=O)c2n1,.,8.5%,-6.3%,.,7.94µM*,.,.,-5.4%,?
COc1ccc(F)cc1-c1cc(C(=O)NCc2ccc(C(F)(F)F)cc2)[nH]n1,0.2%,23.3%,-15.6%,-73.2*,?,2.2%,i,-8.1%,-13.3%
CC1CN(c2nc(N(C)c3ccccc3)nc(N)c2[N+](=O)[O-])CC(C)O1 (stereo not given),13.0%,2.0%,-7.8%,-5.3,35.1%[activator],?,i,-5.6%,22.5%
CCn1nnc2cc(C(=O)N(CCOC)CC(=O)Nc3cccc(C)c3C)ccc21,-4.7%,17.8%,i,-3.8,0.2%,-0.3%,i,9.1%,.
C=CCN1c2ccccc2[C@]23C[C@@H](C(=O)OC)N(C(=O)OCC)C2=NC(C(=O)OC)=C(C(=O)OC)[C@H]13,3.3%,21.7%,-3.7%,3.3,11.7%,6.5%,i,-8.6%,31.7%

# Printed as active in GLP1R inv ag, of those listed so far:
Compound | TDP-43 yeast inh | PTHR1 ag | GLP1R inv ag | GLP-1R agonist | Akt phos inh
CCn1cc2nc(SCc3cccc(C)c3)n(CCc3ccccc3)c(=O)c2n1 | 8.5% | -6.3% | 7.94µM* | . | .

# Next entries follow:
SMILES,aSyn rescue,TDP-43 yeast inh,PTHR1 ag,DRD3 antagonist,GLP1R inv ag,GLP-1R agonist,Akt phos inh,Abeta yeast res,FUS suppressor
COC(=O)c1cc2sccc2n1CC(=O)Nc1ccc(OC)c(OC)c1,.,17.9%,i,.,6.3%,.,.,-1.7%,40.5%
COc1cc(NC(=O)Cc2cccs2)ccc1-n1cnnn1,-5.7%,-3.4%,-4.5%[57.5 µM],-17.4,29.7%,13.3%,i,10.3%,18.3%
Cc1ccc(NC(=O)Cn2c(=O)n(CCCC(=O)NCc3ccc4c(c3)OCO4)c(=O)c3ccccc32)cc1,.,8.7%,i,.,1.3%,-0.7%,.,4.7%,-5.3%
COc1ccc2nc(SCC(=O)NN)cc(C)c2c1,.,-11.2%,-11.7%,36.4,0.0%,-6.4%,.,-2.9%,-10.3%
COC(=O)c1ccccc1NC(=O)c1cncc(Br)c1,6.3%,-3.3%,-2.5%[57.5 µM],-3.2,-2.1%,0.5%,i,-3.7%,15.0%
COc1cc(C(O)c2nc(-c3ccc4ccccc4c3)cs2)ccc1F (stereo not given),3.4%,?,i,-4.5,?,10.2%,i,28.9%,30.3%
Cc1nn(-c2ccccc2)c(N2CCCC2)c1/C=C1\N=C(c2ccc(F)cc2)OC1=O,0.7%,12.7%,-19.0%,14.9,17.7%,-1.6%,i,4.6%,-22.1%
COc1cc(NC(=O)CNC(=O)Cn2cnc3sc(C)c(C)c3c2=O)cc(OC)c1OC,2.7%,27.9%,i,5.3,3.4%,-1.7%,i,12.8%,15.0%
COc1cccc(NC(=O)c2ccc(OC(F)(F)F)cc2)c1,-5.7%,27.5%,-21.7%,5.2,-14.3%,0.3%,i,10.0%,-5.4%
CC(C)(C)OC(=O)N1CCc2onc(-c3ccc([N+](=O)[O-])cc3)c2C1=O,-0.8%,?,-17.2%,40.1,12.2%,-0.4%,i,16.5%,-12.3%
CCCCCn1c(Sc2nc3ccccc3s2)nc2c1c(=O)[nH]c(=O)n2C,-0.1%,-5.4%,i,7.7,173.2%[activator],?,i,6.3%,12.6%
Cc1ccccc1NC(=O)Cn1c(=O)n(Cc2ccco2)c(=O)c2ccc(C(=O)NC3CCCC3)cc21,-1.9%,9.2%,-11.1%,.,0.7%,2.0%,.,2.0%,-6.1%
CCOC(=O)N1CCC(NC(=O)Cn2cccc2C(=O)c2ccccc2)CC1,-2.6%,-10.6%,i,-2.3,6.8%,1.5%,i,-19.7%,6.9%
Cc1cc(C(=O)N2CCN(c3ccc(F)cc3)CC2)on1,?,5.6%,i,4.8,-6.3%,9.2%,i,0.8%,-21.2%
COc1ccc(S(=O)(=O)n2ccnc2C)c(C)c1C,-3.7%,-20.4%,-15.5%,0.0,4.0%,-4.9%,i,-12.7%,-26.5%
COc1ccc(-c2csc3nc(C(C)(C)C)oc(=O)c23)cc1OC,1.2%,?,-44.4%[inhibitor],24.8,2.5%,13.9%,i,-3.3%,5.1%
COc1ccc(-c2cnc(C)o2)cc1S(=O)(=O)Nc1ccc(NC(C)=O)cc1,.,25.4%,i,.,6.8%,.,.,-3.0%,-5.4%
CC(C)(C)c1ccc(C(=O)Nc2ccccc2NC(=O)c2ccco2)cc1,1.0%,7.8%,i,0.4,?,-6.1%,i,3.1%,?
CN(C)/C=C(\C=O)c1ncc(C(F)(F)F)cc1Cl,-1.4%,-10.8%,-0.7%,15.6,-4.8%,0.6%,i,-9.3%,-6.9%
Cc1oc(CC(C)C)cc1C(N)=O,-2.1%,5.2%,-9.2%,-1.1,-13.5%,3.3%,i,-14.1%,11.5%
Cc1cccc(CN2CCCC(C(=O)N3CCCCC3)C2)c1 (stereo not given),3.8%,5.2%,i,?,7.5%,5.4%,i,0.6%,-20.0%
O=C(C1CCCN(Cc2ccccc2F)C1)N1CCc2ccccc2C1 (stereo not given),-3.7%,16.2%,-0.5%,-51.7*,?,6.6%,i,14.7%,0.7%
Cc1c(/C(O)=C2\C(=O)C(=O)N(CCCN(C)C)C2c2ccccc2)cnn1-c1ccccc1 (stereo not given),-2.8%,-8.3%,i,0.8,?,2.4%,i,-3.4%,10.0%
CCN(c1nc(N)c(C(=O)N=C(N)N)nc1Cl)C(C)C,-2.9%&3.4%,19.0%,-1.2%,9.9,?,-0.2%,i,-12.0%,-33.2%
CCOC(=O)CCC(=O)NNC(=O)c1ccc(NC(=O)c2ccccc2)cc1,-0.2%,-5.1%,i,-11.0,-3.8%,-0.4%,i,-9.1%,-5.1%
COc1ccc(S(=O)(=O)N2CCN(CC(=O)c3ccc(O)c(O)c3)CC2)cc1,-2.6%,16.8%,-37.4%[inhibitor],17.5,12.2%,-0.5%,i,-12.7%,-6.2%
CCCCCCNC(=O)c1c[nH]c2ccc(S(=O)(=O)N(C)c3ccc(C(C)C)cc3)cc2c1=O,.,7.8%,-4.0%,.,-1.2%,.,.,-3.8%,-11.8%
COc1cc(-c2cc(C(=O)N3CCCCCC3)c3ccccc3n2)cc(OC)c1OC,24.9%,?,-24.2%,4.8,-0.2%,12.6%,i,8.6%,25.4%
Cn1c(=O)c2c(-c3cccc(Br)c3)c(C#N)c(N)nc2n(C)c1=O,-0.8%,-15.3%,i,-0.3,61.8%[activator],12.1%,i,-8.4%,5.2%
COC(=O)c1cccc(NC(=S)NCc2ccc(F)cc2)c1,1.9%,0.9%[9.22 µM],-13.0%,3.7,4.4%[7.66 µM],7.6%,i,-8.2%,-0.1%
CC[n+]1c(/C=C/c2ccc(OC)c(OC)c2)ccc2ccccc21,-1.4%,14.8%,-33.0%[inhibitor],-5.9,-0.2%,-1.5%,i,-3.1%,1.6%

# An excerpt of these results, bar-delimited:
mol | aSyn rescue | TDP-43 yeast inh | PTHR1 ag | DRD3 antagonist | GLP1R inv ag | GLP-1R agonist | Akt phos inh | Abeta yeast res | FUS suppressor
CCOC(=O)CCC(=O)NNC(=O)c1ccc(NC(=O)c2ccccc2)cc1 | -0.2% | -5.1% | i | -11.0 | -3.8% | -0.4% | i | -9.1% | -5.1%
COc1ccc(S(=O)(=O)N2CCN(CC(=O)c3ccc(O)c(O)c3)CC2)cc1 | -2.6% | 16.8% | -37.4%[inhibitor] | 17.5 | 12.2% | -0.5% | i | -12.7% | -6.2%

# An excerpt (hit frequency here may not be typical).
